Wee1 degr inh: Wee1 degradation inhibitors, primary screen, cell-based, HeLa, Wee1K328M-luciferase, luminescence; Wee1-like protein kinase (Homo sapiens), P30291; HeLa Luc-Wee1K328M stability; 100% = proteasome inhibitor MG132 effect; reporter increase, % at 5 µM; 1.2% of 220,000 active; AID 1321, 2008;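 active = activation above the mean of all tested compounds plus 3 SD, set per screening run, cut at about 8.8% in these data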;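 also: cells exposed to compound for 20 h before luminescence read; 0% = DMSO alone and 100% = MG132 at 30 µM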
Runt-CBFb FRET: inhibitors of RUNX1 Runt–CBFb binding, primary screen, biochemical, FRET, Cerulean-Runt, Venus-CBFb, uHTS; Runt-related transcription factor 1 (Homo sapiens) + Core-binding factor subunit beta …; Cerulean-Runt/Venus-CBFb FRET ratio 530/480, 1 h; inhibition, % at 20 µM; 0.46% of 220,000 active; AID 1496, 2009;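 active = inhibition over about 50% at 20 µM in the single-dose screen, limit read from the data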;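 also: 0% = DMSO wells and 100% = excess unlabeled CBFb competitor control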
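Measured by: fluorescence energy transfer, 422 nm excitation, 530/480 nm emission; Assay system: Cerulean-Runt domain; Medium: Tris pH 7.5 buffer with BSA; Measure: loss of energy transfer signal; Controls: 5 µM unlabeled CBFb as full-inhibition high control; Incubation: protein complex preformed 1 h, compound exposure 1 h, room temperature, dark.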
14-3-3 Bad PPI: inhibitors of 14-3-3 zeta/Bad binding, primary screen, biochemical, TR-FRET, bovine 14-3-3 zeta; 14-3-3 protein zeta/delta (Bos taurus), P63103; inhibition, % at 21.7 µM; TR-FRET 14-3-3zeta/Dy647-pBad peptide displacement, 1 h; 0.71% of 220,000 active;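 active = inhibition above about 70%, limit read from the data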;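 also: 0% = full 14-3-3 plus peptide FRET controls and 100% = background without 14-3-3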
Runt-SMMHC FRET: inhibitors of RUNX1 Runt–CBFb-SMMHC binding, primary screen, biochemical, FRET, Cerulean-Runt, Venus-CBFb-SMMHC, uHTS; 0.74% of 220,000 active; inhibition, % at 20 µM; Cerulean-Runt/Venus-CBFb-SMMHC FRET ratio 530/480, 1 h; Runt-related transcription factor 1 (Homo sapiens) + Core-binding factor subunit beta …;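 active = mean inhibition across duplicate retests at 20 µM reaching about 50%, limit read from the data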;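 also: 0% = DMSO wells and 100% = wells with excess untagged CBFb-SMMHC; inhibitors lower the FRET ratio by blocking Runt binding to CBFb-SMMHC; some results filed as inactive read as strong as hits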
Thrombin inh: human alpha-thrombin inhibitors, primary screen, counter-screen for coagulation protease inhibitor project, biochemical, 1536-well, fluorogenic AMC substrate | Boc-VPR-AMC fluorogenic substrate cleavage | inhibition, % at 5 µM | 0.26% of 220,000 active | AID 1046, 2008;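 active = inhibition at or above 40%; inactive = inhibition below 40%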;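 also: 0% = enzyme with no compound and 100% = wells without enzyme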
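signal = AMC fluorescence, 355/460 nm | material = human alpha-thrombin enzyme | control set = enzyme without compound as high, wells lacking enzyme as low | times = reaction at room temperature | read-out basis = percent inhibition scaled between no-compound controls and no-enzyme blanks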
hK5 inh: human KLK5 protease inhibitors, primary screen, biochemical, 1536-well. Kallikrein-5 (Homo sapiens), Q9Y337. recombinant hK5, fluorogenic AMC substrate cleavage. inhibition, % at 5 µM. 0.59% of 210,000 active;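 active = inhibition of 40% or more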;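 also: 0% = enzyme controls without compound and 100% = no-enzyme blanks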
Target sequence (Q9Y337 67-293 limits assumed): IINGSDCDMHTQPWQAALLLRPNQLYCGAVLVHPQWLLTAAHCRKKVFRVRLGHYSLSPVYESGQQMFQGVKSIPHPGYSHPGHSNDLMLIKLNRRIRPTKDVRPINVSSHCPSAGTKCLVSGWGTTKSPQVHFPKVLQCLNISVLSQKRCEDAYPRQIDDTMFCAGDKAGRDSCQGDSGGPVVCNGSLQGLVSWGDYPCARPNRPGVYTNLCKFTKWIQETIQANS
Hck Nef HTS: inhibitors of Nef-activated human Hck kinase, primary screen, biochemical, Z-Lyte FRET, 384-well, Hck-YEEI; Tyrosine-protein kinase HCK (Homo sapiens), P08631; Recombinant Hck-YEEI plus Nef, Z-Lyte FRET kinase assay; inhibition, % at 20 µM; 0.68% of 220,000 active; AID 463187, 2010;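 active = Hck-Nef kinase inhibition above about 50%, limit read from the data; inactive = inhibition below that limit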;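 also: 0% = DMSO with Hck plus Nef and 100% = Hck alone without Nef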
FXIIa inh: human FXIIa protease inhibitors, primary screen, biochemical, 1536-well; Coagulation factor XII (Homo sapiens), P00748; purified FXIIa, Boc-QGR-AMC fluorogenic substrate, 2 h; inhibition, % at 5 µM; 0.3% of 220,000 active; in the data active = inhibition above about 40%;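 also: 0% = enzyme with no compound and 100% = blank without enzyme; many of its hits are not listed in these tables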
FXIa inh: human FXIa protease inhibitors, primary screen, biochemical, 1536-well; Coagulation factor XI (Homo sapiens), P03951; purified FXIa, Boc-Glu-Ala-Arg-AMC fluorogenic substrate; inhibition, % at 5 µM; 0.14% of 220,000 active;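 active = inhibition of at least 40%; inactive = inhibition below 40%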;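 also: fluorescence of freed AMC excited at 355 nm; 0% = enzyme without compound and 100% = no enzyme blank; many of its hits are not listed in these tables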
Target sequence (P03951 19-387 limits assumed): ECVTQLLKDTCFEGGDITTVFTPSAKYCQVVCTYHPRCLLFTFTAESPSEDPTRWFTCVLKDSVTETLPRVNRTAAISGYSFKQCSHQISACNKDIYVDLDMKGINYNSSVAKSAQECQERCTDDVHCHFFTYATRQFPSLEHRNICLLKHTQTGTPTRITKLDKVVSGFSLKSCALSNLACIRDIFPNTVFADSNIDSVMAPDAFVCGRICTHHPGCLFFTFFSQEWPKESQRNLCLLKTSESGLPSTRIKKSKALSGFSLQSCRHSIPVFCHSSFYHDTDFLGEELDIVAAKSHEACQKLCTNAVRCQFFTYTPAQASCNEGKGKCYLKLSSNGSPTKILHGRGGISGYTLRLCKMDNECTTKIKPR
Target sequence (P03951 388-625 limits assumed): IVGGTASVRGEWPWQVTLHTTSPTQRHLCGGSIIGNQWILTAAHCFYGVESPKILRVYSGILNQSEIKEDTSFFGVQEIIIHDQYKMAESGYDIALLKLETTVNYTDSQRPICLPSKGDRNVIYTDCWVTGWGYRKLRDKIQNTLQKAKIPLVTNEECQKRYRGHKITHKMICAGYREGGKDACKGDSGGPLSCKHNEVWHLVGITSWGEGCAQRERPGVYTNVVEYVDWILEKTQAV
* marks the source's active call; other numbers are inactive results; x = no result given; [ ] = remark or other dose. Outcome played no part in choosing rows; 4.2% or so of the library scored in one or more.

smiles	Wee1 degr inh	Runt-CBFb FRET	14-3-3 Bad PPI	Runt-SMMHC FRET	Thrombin inh	hK5 inh	Hck Nef HTS	FXIIa inh	FXIa inh
Cn1nc(C(F)(F)F)c(-c2cccc(C(F)(F)F)c2)c1NC(=O)c1ccco1	-2	-3	-3	1	-10	-1	16	3	-2
Cc1ccc(NC(=O)C2CCCN2S(=O)(=O)c2ccc3c(c2)n(C)c(=O)c(=O)n3C)c(C)c1 (stereo not drawn)	-2	1	5	4	3	2	21	5	3
CC(=O)c1cc(CC=C(C)C)c(O)c(CC=C(C)C)c1O	0	-3	-6	1	0	-1	-1	3	2
Cc1nc2ccccc2n1CCC(=O)O	-2	2	54	-5	6	1	-2	19	6
CC(=O)O/N=C(\N)Cc1ccc(-c2csnn2)cc1	2	0	0	2	-4	-3	-1	2	-3
Nc1nonc1C(=O)N/N=C/c1cc(Br)ccc1O	0	-23	-4	-108	-1	-8	17	4	0
COc1cccc(CN2C(=O)CN(C3CCCCC3)C(=O)C2c2ccc(F)cc2)c1 (stereo not drawn)	3	-1	8[fluorescence artefact?]	6	-4	-4	1	5	-2
NS(=O)(=O)c1ccc(CCNC(=O)NC2CCCCC2)cc1	2	-2	0	-3	9	6	1	15	3
Cc1cnc(CN(C)C(=O)c2cc(COc3c(F)cccc3F)on2)[nH]1	-1	3	-8	4	1	x	-6	13	4
Cc1ccc(C(=O)Nc2ccccc2NC(=O)c2ccc(C)o2)o1	-1	0	-1	0	3	25	-3	8	-10
CN=C1NN=C(c2cc(C)n(-c3ccc(Cl)cc3)c2C)CS1	-2	6	-5	6	-19	2	28	11	-3
CCOC(=O)C1CCN(S(=O)(=O)c2ccc(-c3ccccn3)s2)CC1	0	-2	-10	-2	-8	-4	10	1	-2
OC1(c2ccc3c(c2)OCO3)CCN(Cc2ccccn2)CC1	-3	-1	-6[fluorescence artefact?]	-5	-13	4	-2	-10	1
CC(C)(O)C#Cc1ccc(C(=O)N2CCN(c3ccc(Cl)cc3)CC2)cc1	-1	x	-10	2	-10	-4	20	4	-6
CCC(C)NS(=O)(=O)c1ccc(OCC(=O)NCc2cccnc2)cc1 (stereo not drawn)	0	1	8	-4	-5	-5	0	10	-4
CS(=O)(=O)NN1C(=O)c2ccccc2NC1c1ccccc1 (stereo not drawn)	4	3	-2	10	-4	x	-2	5	-4

Reformatted with each value named: entries from further up.
Cc1cnc(CN(C)C(=O)c2cc(COc3c(F)cccc3F)on2)[nH]1
  Wee1 degr inh: -1	Runt-CBFb FRET: 3	14-3-3 Bad PPI: -8	Runt-SMMHC FRET: 4	Thrombin inh: 1	hK5 inh: x	Hck Nef HTS: -6	FXIIa inh: 13	FXIa inh: 4

Cc1ccc(C(=O)Nc2ccccc2NC(=O)c2ccc(C)o2)o1
  Wee1 degr inh: -1	Runt-CBFb FRET: 0	14-3-3 Bad PPI: -1	Runt-SMMHC FRET: 0	Thrombin inh: 3	hK5 inh: 25	Hck Nef HTS: -3	FXIIa inh: 8	FXIa inh: -10

CN=C1NN=C(c2cc(C)n(-c3ccc(Cl)cc3)c2C)CS1
  Wee1 degr inh: -2	Runt-CBFb FRET: 6	14-3-3 Bad PPI: -5	Runt-SMMHC FRET: 6	Thrombin inh: -19	hK5 inh: 2	Hck Nef HTS: 28	FXIIa inh: 11	FXIa inh: -3

CCOC(=O)C1CCN(S(=O)(=O)c2ccc(-c3ccccn3)s2)CC1
  Wee1 degr inh: 0	Runt-CBFb FRET: -2	14-3-3 Bad PPI: -10	Runt-SMMHC FRET: -2	Thrombin inh: -8	hK5 inh: -4	Hck Nef HTS: 10	FXIIa inh: 1	FXIa inh: -2

Later entries
smiles	Wee1 degr inh	Runt-CBFb FRET	14-3-3 Bad PPI	Runt-SMMHC FRET	Thrombin inh	hK5 inh	Hck Nef HTS	FXIIa inh	FXIa inh
N#C/C(=C\c1ccc(O)cc1)C(=O)N1CCCC1	0	4	-5	14	-4	-5	6	6	5
COc1ccccc1C1CC(c2ccccc2)=NN1C(=S)Nc1ccccc1 (stereo not drawn)	-2	1	-9	-4	-4	-2	-19	x	-7
Cn1nc(C(=O)N2CCCc3ccccc32)c2ccccc2c1=O	-1	1	2	2	-5	-5	-13	0	-8
O=c1c2ccc([N+](=O)[O-])cc2ncn1CCOc1ccccc1	3	0	-12	5	1	-20	-3	-6	-5
Cc1ccc2cc(C#N)c(N3CCCN(S(=O)(=O)c4ccccc4)CC3)nc2c1	-1	1	17[fluorescence artefact?]	1	3	-1	10	12	-2
Cc1nn(C)c(C)c1CN(Cc1nc(CCC(C)C)no1)C(C)C	-4	-3	-7	-1	-4	5	19	12	1
CCCCNC(=O)c1ccc(SCC(=O)N(CC)CC)c([N+](=O)[O-])c1	-1	0	0	-2	-8	2	19	6	0
O=C(COc1ncnc2sccc12)Nc1ccc(F)cc1F	-2	0	1	0	-11	-1	17	4	-1

Compound profiles, from the list above. Values in the order: Wee1 degr inh, Runt-CBFb FRET, 14-3-3 Bad PPI, Runt-SMMHC FRET, Thrombin inh, hK5 inh, Hck Nef HTS, FXIIa inh, FXIa inh
`N#C/C(=C\c1ccc(O)cc1)C(=O)N1CCCC1` is listed with 0, 4, -5, 14, -4, -5, 6, 6, 5
`CCCCNC(=O)c1ccc(SCC(=O)N(CC)CC)c([N+](=O)[O-])c1` is listed with -1, 0, 0, -2, -8, 2, 19, 6, 0
`Cc1nn(C)c(C)c1CN(Cc1nc(CCC(C)C)no1)C(C)C` is listed with -4, -3, -7, -1, -4, 5, 19, 12, 1
`O=c1c2ccc([N+](=O)[O-])cc2ncn1CCOc1ccccc1` is listed with 3, 0, -12, 5, 1, -20, -3, -6, -5
`O=C(COc1ncnc2sccc12)Nc1ccc(F)cc1F` is listed with -2, 0, 1, 0, -11, -1, 17, 4, -1

The results go on:
smiles	Wee1 degr inh	Runt-CBFb FRET	14-3-3 Bad PPI	Runt-SMMHC FRET	Thrombin inh	hK5 inh	Hck Nef HTS	FXIIa inh	FXIa inh
O=C(O)c1cc(S(=O)(=O)N2CCOCC2)c(Sc2ccccn2)cc1Sc1ccccn1	-2	-2	-4	0	3	-7	-4	11	-1
CC1CCN(c2nc3c(c(=O)[nH]c(=O)n3C)n2Cc2ccccc2)CC1	1	-1	0	3	-6	-12	2	2	-6
CCCCCCCC1=CC2=CC(=O)C(C)(OC(C)=O)C(=O)C2=CN1CCc1ccccc1 (stereo not drawn)	0	-2	5[fluorescence artefact?]	-4	5	-8	7	17	10
O=C(c1ccncc1)N1CCN(c2ccc3ccccc3n2)CC1	0	0	5	-1	3	-20	-3	-1	-4
CCOC(=O)c1c(C)nc2sc(C(N)=O)c(N)c2c1-c1ccc(OC)cc1	-1	0	-11	-7	-2	-5	1	10	-3
O=C1Nc2cc(Cl)c(Cl)cc2N(O)N1c1ccccc1	-2	2	7[fluorescence artefact?]	0	-3	-16	-2	12	3
CCn1cc([N+](=O)[O-])c(C(=O)N2N=C(c3ccc(OC)cc3OC)CC2c2ccccc2O)n1 (stereo not drawn)	-4	-2	-4	1	0	-5	2	8	19
S=c1[nH]nc(-c2cc(-c3ccccc3)n[nH]2)n1/N=C/C=C/c1ccccc1	-1	14	3	9	-1	9	-10	9	7
CCCCCCCCS(=O)CCC(=O)O (stereo not drawn)	-2	5	1	4	-17	-1	27	5	-4
CCOP(=O)(OCC)C(Nc1ccc(F)cc1)c1ccccc1 (stereo not drawn)	-2	0	-2	-3	-2	1	12	1	0
Cc1ccc(NC(=O)CSc2nnc(-c3ccco3)o2)cc1	3	-1	-9	2	-11	-2	26	8	-2
C=CCNC(=O)/C(C#N)=C/c1c(N2CC(C)OC(C)C2)nc2ccccn2c1=O (stereo not drawn)	1	4	-11	77*	-9	-53	10	-18	-3
COc1ccc2[nH]c(C)c(CCNC(=S)Nc3cccc(C)c3C)c2c1	-1	1	0	1	1	-14	-2	16	8
CCOC(=O)CSc1nc2c(sc(=S)n2-c2ccc(OCC)cc2)c(=O)[nH]1	-2	-3	-8	-2	11	1	23	7	0
COc1ccccc1-c1ccc(Nc2ccc(C(=O)N3CCOCC3)cc2)nn1	-1	-1	3	3	-3	-8	-1	3	-4
COc1ccc(N2CCN(c3ccc(Cl)nn3)CC2)cc1	1	-2	-7	-2	0	-2	16	7	-6
CCC(Sc1nc2ccccc2s1)C(=O)Nc1cc(C)on1 (stereo not drawn)	-2	-3	-7	-2	3	-16	17	16	8
CCCCNC(=O)CCCCCn1c(=O)[nH]c2cc(OC)c(OC)cc2c1=O	2	0	10	1	1	-62	0	32	21
COc1ccc(CCNC(=O)CN2CCC(C(N)=O)CC2)cc1	0	0	-10	-8	0	-25	-1	0	-4
COc1ccc(NC(=O)c2cc(-c3cccnc3)nc3ccc(C)cc23)cc1OC	1	-2	-7	-4	11	28	1	19	5
COc1ccc(CCNC(=O)CCCn2c(SCC(N)=O)nc3cc4c(cc3c2=O)OCO4)cc1OC	-1	-2	13	-4	-6	-6	20	0	-4
Cc1cc(C(=O)Cn2cncn2)c(C)n1CCc1ccc(F)cc1	3	0	-4[fluorescence artefact?]	-57	0	-16	1	8	-2
Cc1ccc(-c2ccc(CCC(=O)O)n2NC(=O)c2ccco2)cc1	-1	19	-3[fluorescence artefact?]	24	-5	7	4	4	-7
Cc1ccc(NC(=O)Nc2cc(Cl)ccc2C2COC(=O)C2=N)cc1 (stereo not drawn)	-2	-1	8	-12	-5	-5	13	3	-7
Cc1c(Cl)c([N+](=O)[O-])nn1CCCC(=O)Nc1cccc(O)c1	-3	1	6	1	-1	-6	13	6	-5
O=C(N/N=C/c1ccc(N2CCOCC2)o1)c1cccc(F)c1	1	12	-6	9	4	-6	0	15	9
Cc1ccccc1N1CC(C(=O)O)CC1=O (stereo not drawn)	-2	x	-3	x	2	3	15	8	-2
O=C(NC1CC1)C1CCN(C2CCN(C(=O)CSc3ccccc3)CC2)CC1	6	1	3	3	-9	-2	10	0	-5
CCOCCc1c(O)nc(SCC(=O)NCc2ccco2)[nH]c1=O	-2	-2	3	-2	-6	0	3	21	15
CC(=O)Oc1cccc(C(=O)Nc2c[nH]c(=O)[nH]c2=O)c1	-3	2	0	-2	-1	3	18	8	-1
